# M18AAP inhibitor: blocks P. falciparum M18 aspartyl aminopeptidase | 290,000 compounds, 1.2% hits | AID 1822 | inhibition, % at 7.35 µM | recombinant PfM18AAP, H-Glu-NHMec fluorogenic cleavage;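 active means inhibition above the campaign mean inhibition over all tested compounds plus 3 SD, cut at about 28% in these data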;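 further: 0% = plate median of test compound wells and 100% = 2 mM ZnCl2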
# V1aR counter: V1a receptor agonism, counter-screen for OXTR agonists. P37288. CHO-V1R cells, Fluo-8 calcium fluorescence, agonist mode; 0% DMSO, 100% 3 nM vasopressin. activation, % at 3 µM. 320,000 compounds, 0.25% hits. AID 2797;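 active means activation above the mean activation of all tested compounds plus 3 SD, per screening run, cut at about 20% in these data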;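 further: signal is peak over basal fluorescence ratio across a 100 second FLIPR read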
# Target sequence (P37288 whole entry, looked up): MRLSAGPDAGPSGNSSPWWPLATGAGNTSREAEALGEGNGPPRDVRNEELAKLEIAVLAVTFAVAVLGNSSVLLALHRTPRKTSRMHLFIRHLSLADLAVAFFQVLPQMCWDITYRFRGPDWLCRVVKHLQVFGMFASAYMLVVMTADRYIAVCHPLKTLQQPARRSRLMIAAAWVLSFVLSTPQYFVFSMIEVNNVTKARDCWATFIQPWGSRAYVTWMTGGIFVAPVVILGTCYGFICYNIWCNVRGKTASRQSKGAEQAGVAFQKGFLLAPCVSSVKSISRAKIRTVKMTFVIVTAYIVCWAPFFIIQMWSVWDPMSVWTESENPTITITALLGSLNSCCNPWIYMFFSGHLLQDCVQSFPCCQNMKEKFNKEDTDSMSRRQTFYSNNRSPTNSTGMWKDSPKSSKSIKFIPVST
# MEKK2wt PB1 HTS: raises or lowers MEK5 binding to wildtype human MEKK2 PB1 domain. Q9Y2U5. bead flow cytometry, Alexa488-MEK5 binding to MEKK2 WT; actives lie on both sides. binding response (% of control), % at 10 µM. 290,000 compounds, 1.1% hits. AID 1531; in the data active means binding response below about 67% or above about 130%
# GalR3 antagonist: human GalR3 antagonism | O60755 | HEK293 GalR3-CNG cAMP membrane potential fluorescence; galR3 body fused to GalR1 C-terminus | inhibition, % at 3 µM | 360,000 compounds, 0.44% hits | AID 651719;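 active means inhibition above the screen-wide average plus 3 SD, cut at about 13% in these data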;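 further: forskolin and galanin both at EC90 stimulate the cells; cAMP rise reported by CNG channel membrane potential dye signal; 0% = forskolin plus galanin with DMSO and 100% = forskolin alone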
# Target sequence (O60755 1-299 limits assumed): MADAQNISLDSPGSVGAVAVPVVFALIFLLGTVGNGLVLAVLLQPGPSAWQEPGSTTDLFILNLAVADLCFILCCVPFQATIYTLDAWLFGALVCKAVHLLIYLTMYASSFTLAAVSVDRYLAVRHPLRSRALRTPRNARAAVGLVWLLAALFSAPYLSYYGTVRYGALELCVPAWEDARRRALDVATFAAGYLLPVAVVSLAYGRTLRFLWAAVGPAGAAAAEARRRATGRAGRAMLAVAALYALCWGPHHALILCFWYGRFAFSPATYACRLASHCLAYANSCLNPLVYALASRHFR
# OXTR ag: human OXTR agonism; CHO-OTR cells, Fluo-8 calcium fluorescence; normalized: DMSO 0%, oxytocin 100%; activation, % at 3 µM; 320,000 compounds, 0.32% hits; AID 2435;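 active means activation above the mean of all tested compounds plus 3 SD, cutoff set per screening run, cut at about 20% in these data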;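 further: peak over basal fluorescence ratio from a 100 s FLIPR kinetic read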
# MEKK2mut PB1 HTS: signal of MEK5 binding to mutant human MEKK2 PB1 domain | bead flow cytometry, Alexa488-MEK5 binding to MEKK2 mutant | percent response, % at 10 µM | 290,000 compounds, 0.35% hits | AID 1530; in the data active means percent response above about 24%, passing the limit was not always enough; further: inactives centre near 1; some results filed as inactive read as strong as hits; reference of the scale not given here
# NALP1 inh: inhibitors of NALP1 inflammasome in yeast. S. cerevisiae NALP1/ASC/caspase-1 growth, X-gal OD620, 72 h. inhibition, % at 10 µM. 280,000 compounds, 0.61% hits; in the data active means inhibition mostly above about 24%, no sharp cut-off; inactive means mostly below about 32%; further: some compounds called inactive have numbers as strong as hits
# OXTR potentiator: human OXTR potentiation. P30559. CHO-OTR cells, Fluo-8 calcium fluorescence, potentiator mode; 0% = oxytocin EC15, 100% = EC100. activation, % at 3 µM. 320,000 compounds, 0.061% hits. AID 2445;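 active means activation above that plate's cutoff, the mean activation of tested compounds plus 3 SD, cut at about 6.6% in these data, passing the limit was not always enough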;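 further: 100% uses oxytocin at 75 nM as the full agonist control; some results filed as inactive read as strong as hits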
#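 test system = CHO-OTR cells, human receptor | compound = single-point 3.0 µM | schedule = 6 min compound pre-incubation at room temperature, 100 s kinetic read | signal = Fluo-8 no-wash calcium dye fluorescence, excitation 470-495 nm, emission 515-575 nm | repeats = single well per compound, singlicate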
# GPR7 antagonist: blocks human GPR7 receptor signaling. 290,000 compounds, 1.1% hits. GPR7-expressing cells, fluorescence antagonist assay. inhibition, % at 4.4 µM. AID 1861. P48145; in the data active means inhibition above about 16%, passing the limit was not always enough;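 further: cells stimulated with the agonist NPW; 0% = agonist with vehicle and 100% = vehicle without agonist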
# Numbers without * were called inactive; . = no result given. Outcome played no part in choosing rows. About 4.1% of those tested had a hit in this group.
# Short keys: A = M18AAP inhibitor; B = V1aR counter; C = MEKK2wt PB1 HTS; D = GalR3 antagonist; E = OXTR ag; F = MEKK2mut PB1 HTS; G = NALP1 inh; H = OXTR potentiator; I = GPR7 antagonist
1	COc1ccccc1N1CCNC(C)C1=O (configuration not stated)
  A = -3	B = 1.5	C = 104	D = -8	E = -1.0	F = 3	G = 17	H = -4	I = -9

2	Cc1ccc(S(=O)(=O)Nc2cnn(-c3ccccc3)c(=O)c2Cl)cc1
  A = -2	B = 0.7	C = 105	D = 1	E = 0.0	F = -12	G = 15	H = -14	I = 3

3	Cn1c(-c2ccc[nH]c2=O)nc2cc(Cl)ccc21
  A = 5	B = 0.6	C = 104	D = -4	E = -0.5	F = 2	G = -8	H = -9	I = 1

4	CC(CNC(=O)c1ccccc1[N+](=O)[O-])NC(=O)c1ccccc1[N+](=O)[O-] (configuration not stated)
  A = .	B = -0.2	C = .	D = 0	E = -0.2	F = .	G = .	H = -7	I = .

5	CCc1cc(=O)oc2c(C)c(OCC(=O)NC3CC(C)(C)NC(C)(C)C3)ccc12
  A = 3	B = -0.2	C = 102	D = .	E = 1.4	F = 1	G = 8	H = -8	I = -7

6	Cc1cc(C)cc(NC(=O)COC(=O)CCCNC(=O)c2ccc(Cl)cc2)c1
  A = -1	B = -1.1	C = 97	D = -4	E = -1.6	F = -2	G = 14	H = -4	I = -4

7	O=C(NC1=NCCS1)c1sc2cc(F)ccc2c1Cl
  A = 5	B = 0.2	C = 131	D = -3	E = -0.8	F = 4	G = 40	H = -7	I = 10

8	O=C(c1cc(C(=O)c2ccco2)cc(C(=O)c2ccco2)c1)c1ccco1
  A = -12	B = -0.8	C = 92	D = -3	E = -2.1	F = -2	G = 35	H = 0	I = -11

9	CC(=O)N1Cc2ccccc2C(C)CC12CCCC2 (configuration not stated)
  A = -4	B = 2.4	C = 99	D = -1	E = -1.3	F = 0	G = .	H = 2	I = -8

10	O=C(Nc1ccc(Cl)cc1)/C(=C1\CCCN1)[N+](=O)[O-]
  A = 1	B = 3.9	C = 99	D = -8	E = 3.8	F = -4	G = 6	H = -7	I = -12

11	Cc1ccc(C)n1-c1ccc2c(c1)COC2=O
  A = 4	B = 0.8	C = 101	D = .	E = 0.3	F = 3	G = 1	H = -7	I = -8

12	Cc1c(NS(=O)(=O)c2ccc3nc(COc4ccccc4Cl)[nH]c3c2)c(=O)n(-c2ccccc2)n1C
  A = -1	B = -0.2	C = 98	D = -3	E = -1.6	F = -2	G = -8	H = -5	I = -21

13	COc1ccc(C(=O)C2CCCN(S(=O)(=O)c3cccc(C)c3)C2)c(C)c1 (configuration not stated)
  A = -6	B = 3.1	C = 103	D = -5	E = -1.1	F = 6	G = 1	H = -15	I = -11

14	CCOC(=O)c1cc2sc(C)cc2n1CC(=O)N1CCOCC1
  A = -1	B = -1.1	C = 99	D = -5	E = 0.1	F = -1	G = 36*	H = -12	I = -8

15	COc1ccc(CN(Cc2cccnc2)C(=S)NCCc2ccccc2)cc1OC
  A = -4	B = 0.9	C = 91	D = -1	E = -1.5	F = -5	G = 11	H = -12	I = 12

16	Cc1ccccc1Cn1c(=O)n(Cc2ccco2)c(=O)c2ccccc21
  A = -13	B = -1.6	C = 96	D = 3	E = -1.4	F = 7	G = -6	H = -9	I = -5

17	CC1(C)CC(NC(=O)C(Cl)(Cl)Cl)CC(C)(C)N1
  A = -5	B = 0.5	C = 90	D = -4	E = 0.4	F = -4	G = 20	H = -5	I = 4

18	CCN1CCc2c(C#N)c(N3CCCCC3)nc(N3CCOCC3)c2C1
  A = 3	B = 0.8	C = 107	D = -6	E = 0.3	F = 3	G = -5	H = -6	I = 9

19	C[C@H](NC(=O)C1CC(=O)N(c2ccc3c(c2)OCCO3)C1)C(=O)N1CCCCC1 (some centres not stated)
  A = -8	B = 0.3	C = 105	D = -4	E = 0.1	F = 4	G = 18	H = -3	I = -13

20	Cc1ccc(NC(=O)CSc2nnc(COc3ccccc3C)o2)cc1
  A = -11	B = 0.2	C = 93	D = 1	E = -0.5	F = -14	G = -5	H = -2	I = -3

# Down the list, as entered above.
# Nos. 4–8 in GPR7 antagonist, in turn: ., -7, -4, 10, -11
# Nos. 4–8 in OXTR ag, in turn: -0.2, 1.4, -1.6, -0.8, -2.1
# Nos. 4–8 in MEKK2wt PB1 HTS, in turn: ., 102, 97, 131, 92

# Next part
# Short keys: A = M18AAP inhibitor; B = V1aR counter; C = MEKK2wt PB1 HTS; D = GalR3 antagonist; E = OXTR ag; F = MEKK2mut PB1 HTS; G = NALP1 inh; H = OXTR potentiator; I = GPR7 antagonist
21	CC(=O)c1ccc(OCC(=O)NC2CCCCCC2)cc1
  A = .	B = 0.7	C = .	D = 1	E = -0.2	F = .	G = .	H = 0	I = .

22	O=C(N/C(=C\c1ccc([N+](=O)[O-])cc1)C(=O)N1CCCCC1)c1ccccc1Br
  A = -3	B = 0.8	C = 102	D = -2	E = 0.8	F = 2	G = 24	H = -15	I = -4

23	CN1C(=O)C(C)(C)c2cc(S(=O)(=O)N(C)Cc3ccccc3)ccc21
  A = -1	B = 2.3	C = 100	D = .	E = 2.1	F = 5	G = 14	H = -9	I = 1

24	CN1CCCN(S(=O)(=O)c2ccc(Cl)c(Cl)c2)CC1
  A = -1	B = .	C = 101	D = -8	E = .	F = -5	G = 7	H = .	I = 0

25	Cc1ccc(C(=O)c2cc3c(cc2[N+](=O)[O-])OCCO3)cc1
  A = -15	B = -0.4	C = 100	D = 0	E = -2.6	F = 0	G = -12	H = -4	I = -1

26	Cc1cc(Br)ccc1NC(=S)Nc1cccc([N+](=O)[O-])c1
  A = 0	B = 3.7	C = 108	D = -5	E = 8.3	F = 0	G = 12	H = -7	I = 1

27	COc1cc([N+](=O)[O-])ccc1-c1ccc(/C=N/NC(=O)OC(C)(C)C)o1
  A = 6	B = 1.0	C = 93	D = -1	E = 0.7	F = -13	G = -16	H = -8	I = -10

28	CCO[C@H]1OC(C(=O)N2CCOCC2)=C[C@@H](c2ccc3c(c2)OCO3)[C@@H]1CCCO
  A = 2	B = 0.4	C = 107	D = 0	E = 0.1	F = 7	G = -10	H = 0	I = -18

29	O=C(Nc1cccc(F)c1)c1cc(S(=O)(=O)N2CCC3(CC2)OCCO3)ccc1F
  A = 1	B = 1.4	C = 99	D = -5	E = -1.0	F = -1	G = -3	H = -27	I = -10

30	CC(C)c1ccc(NC(=O)C2CC2c2ccccc2)cc1 (configuration not stated)
  A = -2	B = .	C = 105	D = -8	E = .	F = 1	G = 8	H = .	I = -6

# Entries above containing a Cl atom, in the order listed:
# Short keys: A = M18AAP inhibitor; B = V1aR counter; C = MEKK2wt PB1 HTS; D = GalR3 antagonist; E = OXTR ag; F = MEKK2mut PB1 HTS; G = NALP1 inh; H = OXTR potentiator; I = GPR7 antagonist
2	Cc1ccc(S(=O)(=O)Nc2cnn(-c3ccccc3)c(=O)c2Cl)cc1
  A = -2	B = 0.7	C = 105	D = 1	E = 0.0	F = -12	G = 15	H = -14	I = 3

3	Cn1c(-c2ccc[nH]c2=O)nc2cc(Cl)ccc21
  A = 5	B = 0.6	C = 104	D = -4	E = -0.5	F = 2	G = -8	H = -9	I = 1

6	Cc1cc(C)cc(NC(=O)COC(=O)CCCNC(=O)c2ccc(Cl)cc2)c1
  A = -1	B = -1.1	C = 97	D = -4	E = -1.6	F = -2	G = 14	H = -4	I = -4

7	O=C(NC1=NCCS1)c1sc2cc(F)ccc2c1Cl
  A = 5	B = 0.2	C = 131	D = -3	E = -0.8	F = 4	G = 40	H = -7	I = 10

10	O=C(Nc1ccc(Cl)cc1)/C(=C1\CCCN1)[N+](=O)[O-]
  A = 1	B = 3.9	C = 99	D = -8	E = 3.8	F = -4	G = 6	H = -7	I = -12

12	Cc1c(NS(=O)(=O)c2ccc3nc(COc4ccccc4Cl)[nH]c3c2)c(=O)n(-c2ccccc2)n1C
  A = -1	B = -0.2	C = 98	D = -3	E = -1.6	F = -2	G = -8	H = -5	I = -21

17	CC1(C)CC(NC(=O)C(Cl)(Cl)Cl)CC(C)(C)N1
  A = -5	B = 0.5	C = 90	D = -4	E = 0.4	F = -4	G = 20	H = -5	I = 4

24	CN1CCCN(S(=O)(=O)c2ccc(Cl)c(Cl)c2)CC1
  A = -1	B = .	C = 101	D = -8	E = .	F = -5	G = 7	H = .	I = 0

# Screens (PubChem BioAssay)
